Screening data from PubChem BioAssay.
All columns: NCI-60 one-dose screen, growth in % after 48 h at 10 µM unless noted; 100 = growth as untreated, 0 = no growth, -100 = all killed.
K-562 – K-562 leukemia; 78,000 tested, 7.4% active; AID 1794777
RPMI-8226 – RPMI-8226 leukemia cells; 77,000 tested, 7.5% active
MOLT-4 – MOLT-4 leukemia cells. 80,000 tested, 6.9% active
MDA-MB-468 – MDA-MB-468 breast cancer; 78,000 tested, 8.5% active
MDA-MB-435 – MDA-MB-435 melanoma; AID 1794794; 82,000 tested, 7.8% active
MCF7 – MCF7 breast cancer | 82,000 tested, 6.3% active
MDA-MB-231 – MDA-MB-231 breast cancer; 81,000 tested, 5% active; AID 1794789
SR – SR leukemia cells | 73,000 tested, 8.7% active
* marks the source's active call; other numbers are inactive results; nt = not tested or not shown; & = joins results of further samples. Rule for the calls: active = growth percent below 10; inactive = the rest.

nr | SMILES | K-562 | RPMI-8226 | MOLT-4 | MDA-MB-468
1 | O=C(c1ccccc1)N(C(=S)NCCc1ccc(Cl)cc1)c1ccccc1 | 58 | -31* | 48 | 30
2 | COc1cc(C2=NN(C(C)=O)C(c3ccc(N(C)C)cc3)C2)cc(OC)c1OC (stereo not drawn) | 82 | 99 | 81 | nt
3 | CCCCNC(=O)Nc1ccccc1CC | 116 | 94 | 104 | 95
4 | COc1cc2c(cc1N)-c1ccc(N)cc1C2=O | 112 | 95 | 93 | nt
5 | Cc1cc(NS(=O)(=O)c2ccc(-n3c(-c4ccccc4)nc(/C=C4\C=Nc5ccccc54)c3O)cc2)no1 | nt | 24 | 18 | 69
6 | CC(=O)O[C@H]1CC[C@]2(C)[C@H]3CC=C4[C@@H]5CC(C)(C)CC[C@]5(C(=O)NCCNCCN)CC[C@@]4(C)[C@]3(C)CC[C@H]2C1(C)C | -47* | -44* | -40* | -78*
7 | O=C1CCC(=O)N1C(=O)c1ccccc1 | 90 | 102 | 94 | 102
8 | N/C(=N\O)c1ccc(Cl)cc1 | 129 | 126 | 102 | 97
9 | COc1ccc(C2CC(c3ccc(N(C)C)cc3)=NN2c2ccc(S(N)(=O)=O)cc2)cc1 (stereo not drawn) | nt | 34 | nt | 58
10 | N#Cc1c(-c2cn(-c3ccccc3)nc2-c2ccc(OCc3ccccc3)cc2)cc(-c2ccc(Cl)cc2)[nH]c1=O | nt | 94 | 100 | 103
11 | Cc1ccc(-c2cn(CC(=O)Nc3ccc4c(ccn4C)c3)nn2)cc1 | 105 | 109 | 98 | 107
12 | Cc1nc(Nc2ccc(Cl)cc2)c2ccccc2n1 | 98 | 97 | 100 | 109
13 | CC(C)(C)Nc1nc2cc(Cl)c(Cl)cc2nc1S(C)(=O)=O | -6.0* | 42 | -3.1* | -28*
14 | Nc1ccc(C(=O)NCCSCCN2CCOCC2)cc1 | 114 | 96 | 100 | 106
15 | CC(C)=CCC[C@](C)(O)[C@H]1CC[C@]2(C)[C@@H]1CC[C@@H]1[C@@]3(C)C/C(=C/c4cccc([N+](=O)[O-])c4)C(=O)C(C)(C)[C@@H]3CC[C@]12C | 74 | 60 | 68 | 84

nr | MDA-MB-435 | MCF7 | MDA-MB-231 | SR
1 | 84 | 39 | 112 | nt
2 | 95 | 93 | 74 | 84
3 | 103 | 96 | 102 | 90
4 | nt | 66 | 85 | 101
5 | 37 | 25 | 50 | 19
6 | -56* | -91* | -67* | nt
7 | 105 | 95 | 107 | 98
8 | 106 | 98 | 105 | 135
9 | 37 | 20 | 68 | nt
10 | 113 | 91 | 101 | 106
11 | 108 | 100 | 111 | 118
12 | 108 | 91 | 93 | 82
13 | 45 | 59 | 27 | nt
14 | 114 | 109 | 98 | 102
15 | 94 | 73 | 89 | 73

Compound profiles (already shown):
CC(C)=CCC[C@](C)(O)[C@H]1CC[C@]2(C)[C@@H]1CC[C@@H]1[C@@]3(C)C/C(=C/c4cccc([N+](=O)[O-])c4)C(=O)C(C)(C)[C@@H]3CC[C@]12C in the list: K-562 = 74; RPMI-8226 = 60; MOLT-4 = 68; MDA-MB-468 = 84; MDA-MB-435 = 94; MCF7 = 73; MDA-MB-231 = 89; SR = 73
Nc1ccc(C(=O)NCCSCCN2CCOCC2)cc1 in the list: K-562 = 114; RPMI-8226 = 96; MOLT-4 = 100; MDA-MB-468 = 106; MDA-MB-435 = 114; MCF7 = 109; MDA-MB-231 = 98; SR = 102

(cont.)
nr | SMILES | K-562 | RPMI-8226 | MOLT-4 | MDA-MB-468
16 | O=C(COc1ncnc2sc3c(c12)CCCC3)N/N=C\c1ccc(Br)cc1 | 87 | 104 | 91 | 115
17 | COc1cc(/C=C\C(=O)[C@@H]2CC[C@]3(O)CC[C@]4(C)[C@H](CC[C@@H]5[C@@]6(C)CC[C@H](O)C(C)(C)[C@@H]6CC[C@]54C)[C@@H]23)cc(OC)c1 | 62 | 44 | 57 | 78
18 | CCn1c(SCC(=O)Nc2ccc(/C(C)=N\O)cc2)nnc1-c1ccc(OC)c(OC)c1 | 87 | 94 | 84 | 100
19 | NC(=O)NC(=O)NC(N)=O | 106 | 102 | 116 | 99
20 | CCC(=O)c1c(C(=O)OC)c(C(=O)OC)c2c3ccccc3c3ccccc3n12 | 98 | 89 | 82 | 95
21 | N#Cc1c(-c2ccc(Cl)cc2)nc(NN2C(=O)c3ccccc3C2=O)nc1N1CCOCC1 | 97 | 105 | 98 | 99
22 | COc1cccc(NC(=O)[C@H](C(C)C)n2c(=O)[nH]c3ccccc3c2=O)c1 | 90 | 99 | 97 | 101
23 | C=CC(=O)N1CCC[C@H](n2c(=O)n(-c3ccc(Oc4ccccc4)cc3)c3c(N)ncnc32)C1 | 67 | 76 | 69 | 0.2*
24 | CN(C)CCOC(=O)c1ccccc1 | 97 | 104 | 91 | 102
25 | O=C(O)c1cc(I)ccc1O | 114 | 107 | 108 | nt
26 | COc1cc2nc(C(=O)NCCN(C)C)n(N)c(=O)c2cc1OC | 125 | 100 | 118 | 95
27 | N#Cc1cccc(-c2cc(=O)c3cc(O)c(F)cc3[nH]2)c1 | 103 | 106 | 102 | 92
28 | CCOCc1cnc(C)nc1N | 103 | 102 | 103 | 101
29 | COc1ccc(/C=N/Nc2cc(=O)[nH]c3ccccc23)cc1 | 94 | 96 | 92 | 105
30 | N#Cc1ncoc1N1CCN(c2ccc(F)cc2)CC1 | 101 | 109 | 92 | 114

nr | MDA-MB-435 | MCF7 | MDA-MB-231 | SR
16 | 99 | 91 | 89 | 92
17 | 81 | 47 | 56 | 38
18 | 106 | 91 | 79 | 108
19 | 101 | 88 | 95 | 124
20 | 103 | 95 | 88 | 73
21 | 106 | 101 | 105 | 84
22 | 108 | 98 | 107 | 96
23 | 101 | 87 | 100 | 74
24 | 100 | 91 | 107 | 100
25 | 100 | 96 | 110 | 103
26 | 96 | 101 | 114 | 131
27 | 97 | 102 | 100 | 105
28 | 116 | 101 | 107 | 117
29 | 102 | 94 | 115 | nt
30 | 102 | 91 | 126 | 88

More results:
nr | SMILES | K-562 | RPMI-8226 | MOLT-4 | MDA-MB-468
31 | Cc1nn(-c2ccccc2)c2ncn(CC(=O)N/N=C/c3ccccc3O)c(=O)c12 | 26 | 45 | 9.4* | 11
32 | FC(F)(F)c1nn(-c2ccccc2)c2c1-c1ccccc1CO2 | 96 | 102 | 100 | 95
33 | Cn1cc(C2=C(c3cn(C)c4ccccc34)C(=O)OC2)c2ccccc21 | 88 | nt | 101 | 88
34 | N#Cc1cccc(/C=C(/C(=O)c2ccccc2)c2ccccc2)c1 | 1.9* | -4.6* | 5.0* | 49
35 | CNCCC=C1c2ccccc2CCc2ccccc21 | 77&91 | 85&99 | 91&99 | 71&64
36 | Cn1cc(C(=O)c2nc(-c3c[nH]c4ccccc34)no2)c2cc(F)ccc21 | 17 | 37 | 39 | 63
37 | Nc1c(C(=O)Nc2cccc(Cl)c2)sc2nc3c(cc12)CN(Cc1ccccc1)CC3 | 93 | 82 | 95 | 82
38 | O=C1NC(=NC23CC4CC(CC(C4)C2)C3)N/C1=C\c1ccc2ncccc2c1 | 11 | -31* | -13* | 19
39 | Cc1ccc(-c2cc(-c3cc4ccccc4nc3Cl)[nH]c(=O)n2)cc1 | 1.3* | -30* | -22* | -7.4*
40 | O=C(O)C(C(=O)O)C(c1ccccc1)c1ccccc1Br (stereo not drawn) | 90 | 105 | 82 | 109
41 | O=C(NCCc1ccc(O)c(O)c1)c1sccc1Nc1ccnc(C(F)(F)F)c1 | 99 | 88 | 91 | 95
42 | C(=N\Nc1nc(-c2ccccc2)cs1)/c1cccs1 | 68 | 67 | 80 | 74
43 | Cn1c(C#N)ccc1-c1cccc(NS(C)(=O)=O)c1 | 79 | 94 | 97 | 109
44 | COc1cc2occ(-c3cc(OC)c4c(c3)OCO4)c(=O)c2cc1OC | 43 | 98 | 73 | 57
45 | O=[N+]([O-])c1ccc([I+]c2ccccc2)cc1 | 9.3* | 42 | 23 | -5.9*

nr | MDA-MB-435 | MCF7 | MDA-MB-231 | SR
31 | 64 | 16 | 36 | 13
32 | 101 | 84 | 96 | 100
33 | 94 | 66 | 76 | 90
34 | 8.4* | 9.1* | 55 | 3.0*
35 | 129&94 | 96&84 | 65&86 | 77
36 | -19* | 19 | 57 | 11
37 | 90 | 71 | 69 | 76
38 | -23* | -11* | -14* | nt
39 | 19 | 1.8* | nt | nt
40 | 104 | 93 | 102 | 94
41 | 97 | 100 | 91 | nt
42 | 81 | 61 | 86 | 73
43 | 98 | 96 | 101 | 96
44 | 22 | 85 | 85 | 29
45 | 21 | -29* | 35 | 18

Filtered by structure: the entries above containing fluorine
nr | SMILES | K-562 | RPMI-8226 | MOLT-4 | MDA-MB-468
27 | N#Cc1cccc(-c2cc(=O)c3cc(O)c(F)cc3[nH]2)c1 | 103 | 106 | 102 | 92
30 | N#Cc1ncoc1N1CCN(c2ccc(F)cc2)CC1 | 101 | 109 | 92 | 114
32 | FC(F)(F)c1nn(-c2ccccc2)c2c1-c1ccccc1CO2 | 96 | 102 | 100 | 95
36 | Cn1cc(C(=O)c2nc(-c3c[nH]c4ccccc34)no2)c2cc(F)ccc21 | 17 | 37 | 39 | 63
41 | O=C(NCCc1ccc(O)c(O)c1)c1sccc1Nc1ccnc(C(F)(F)F)c1 | 99 | 88 | 91 | 95

nr | MDA-MB-435 | MCF7 | MDA-MB-231 | SR
27 | 97 | 102 | 100 | 105
30 | 102 | 91 | 126 | 88
32 | 101 | 84 | 96 | 100
36 | -19* | 19 | 57 | 11
41 | 97 | 100 | 91 | nt

The results go on:
nr | SMILES | K-562 | RPMI-8226 | MOLT-4 | MDA-MB-468
46 | Cc1cc(C)n(N)c(=O)c1C#N | 119 | 104 | 100 | 94
47 | C[C@H]1[C@H](C)CC[C@]2(C(=O)N3CCN(C)CC3)CC[C@]3(C)C(=CC[C@@H]4[C@@]5(C)Cc6c([nH]c7ccccc67)C(C)(C)[C@@H]5CC[C@]43C)[C@@H]12 | 56 | 69 | 64 | 91
48 | CCCCSc1nc(N)nc2c1ncn2C1OC(CO)C(O)C1O (stereo not drawn) | 99 | 99 | 130 | 90
49 | COC(=O)[C@]12CCC(C)(C)C[C@H]1C1=CC[C@@H]3[C@@]4(C)C/C(=C/c5ccco5)C(=O)C(C)(C)[C@@H]4CC[C@@]3(C)[C@]1(C)CC2 | nt | 93 | nt | 109
50 | Cc1c(C(=O)NO)sc2ncnc(Nc3ccc(NC(=O)Nc4cccc(C(F)(F)F)c4)cc3)c12 | 92 | 93 | 88 | 109
51 | COC(=O)CCCCI | 122 | 99 | 110 | 91
52 | COc1cccc(C(=O)NNC(=O)c2cccc3ccccc23)c1 | 98 | 105 | 99 | 111
53 | COC(=O)c1nn(-c2ccccc2)c2cnc3nc(-c4ccccc4)cc-3n12 | 101 | 104 | 102 | 93
54 | Cc1nn(-c2ccccc2)c(Oc2ccccn2)c1/C=N\N=c1/sc2ccccc2n1C | 53 | 62 | 61 | 78
55 | Nc1ncnc2c1ncn2-c1ccc(C(F)(F)F)cc1 | 90 | 97 | 97 | nt
56 | CC1=C(/C=C/C(C)=C/C=C/C(C)=C/C=C/C=C(C)/C=C/C=C(C)/C=C/C2=C(C)CCCC2(C)C)C(C)(C)CCC1 | 87 | 76 | 81 | 102
57 | CCOC(=O)CC1CSC(c2ccc(F)cc2)=N1 (stereo not drawn) | 103 | 105 | 98 | 116
58 | CCCCCCCCCCCCCCCCCCOc1ccccc1CC(=O)NCC[N+]1(C)CCCC1 | 37 | 53 | 14 | 3.5*
59 | CCc1nc(N)nc(N)c1C#CC(C)c1ccc(-c2ccncc2)cc1Cl (stereo not drawn) | nt | 15 | 10 | 5.9*
60 | Oc1ccccc1-c1nn(-c2ccccc2)cc1-c1nc2ccccc2[nH]1 | 75 | 75 | 77 | 49

nr | MDA-MB-435 | MCF7 | MDA-MB-231 | SR
46 | 104 | 100 | 112 | 106
47 | 87 | 75 | 80 | nt
48 | 106 | 84 | 97 | 99
49 | 98 | 95 | 93 | nt
50 | 101 | 88 | 95 | 94
51 | 99 | 96 | 83 | 113
52 | 113 | 109 | 110 | 113
53 | 95 | 88 | 102 | 110
54 | 91 | 95 | 86 | nt
55 | 109 | 112 | 91 | nt
56 | 115 | 111 | 91 | 80
57 | 106 | 97 | 108 | 103
58 | 67 | 53 | 43 | 23
59 | 22 | 14 | 43 | 15
60 | 102 | 73 | 85 | 93

Results in sequence from the entries so far:
Compounds 53–58 in MOLT-4: 102, 61, 97, 81, 98, 14
Compounds 53–58 in K-562: 101, 53, 90, 87, 103, 37
Compounds 53–58 in MDA-MB-468: 93, 78, nt, 102, 116, 3.5*

(continued)
nr | SMILES | K-562 | RPMI-8226 | MOLT-4 | MDA-MB-468
61 | COc1cc(-c2ccc(N=C=O)c(OC)c2)ccc1N=C=O | 112 | 109 | 86 | 93
62 | CC1(C)NC(=O)N(c2ccc([N+](=O)[O-])c(C(F)(F)F)c2)C1=O | 91 | 100 | 84 | 92
63 | COc1ccc2c(c1)nnn1c3ncccc3c(Br)c21 | 91 | 97 | 61 | 68
64 | CCOC(=O)c1[nH]c(C)nc1/N=N/N(C)C | 102 | 107 | 103 | 93

nr | MDA-MB-435 | MCF7 | MDA-MB-231 | SR
61 | 92 | 88 | 87 | 102
62 | 103 | nt | 106 | nt
63 | 105 | 61 | 77 | nt
64 | 101 | 95 | 107 | nt
